TCR-CD3 inh = inhibitors of human TCR-CD3 interaction, primary screen, biochemical, fluorescence, TAMRA-labeled TCR probe | T-cell receptor (TCR) | AID 651800, 2012 | inhibition, % at 9.4 µM | 360,000 tested, 0.37% active; in the data active = inhibition above about 19%;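 also: recombinant mutant TCR 2C K166C tagged with TAMRA read by polarization; 0% = receptor in buffer alone and 100% = receptor with positive control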
ABHD4 inh = ABHD4 inhibitors, primary screen, biochemical, fluorescence polarization, mouse. inhibition, % at 8.92 µM. purified mABHD4, FP-Rh probe fluorescence polarization. AID 720543, 2013. 370,000 tested, 0.54% active. (Lyso)-N-acylphosphatidylethanolamine lipase (Mus musculus), Q8VD66;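 active = inhibition exceeding the mean over every tested compound plus 3 SD, cut at about 30% in these data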;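 also: 0% = plate median of compound wells and 100% = S159A mutant with DMSO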
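System: mouse ABHD4 enzyme, wild type / Medium: HEPES pH 7.0, NaCl, Pluronic buffer / Reagent: FP-Rh activity-based fluorescent probe / Control set: S159A mutant high control, sample median low control / Detection: fluorescence polarization with parallel and perpendicular emission, 525/598 nm / Schedule: 45 min + 60 min at 25 °C / Compound dosing: 8.92 µM, single dose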
HTRA1 inhibitor = HTRA1 serine protease inhibitors, primary screen, biochemical, fluorescence polarization, HTS. Q92743. inhibition, % at 5.96 µM. 340,000 tested, 0.5% active. recombinant HTRA1, FP-rhodamine activity-based probe; in the data active = inhibition above about 36%;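 also: 0% = enzyme with DMSO and 100% = wells lacking enzyme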
Target sequence (Q92743 whole entry, looked up): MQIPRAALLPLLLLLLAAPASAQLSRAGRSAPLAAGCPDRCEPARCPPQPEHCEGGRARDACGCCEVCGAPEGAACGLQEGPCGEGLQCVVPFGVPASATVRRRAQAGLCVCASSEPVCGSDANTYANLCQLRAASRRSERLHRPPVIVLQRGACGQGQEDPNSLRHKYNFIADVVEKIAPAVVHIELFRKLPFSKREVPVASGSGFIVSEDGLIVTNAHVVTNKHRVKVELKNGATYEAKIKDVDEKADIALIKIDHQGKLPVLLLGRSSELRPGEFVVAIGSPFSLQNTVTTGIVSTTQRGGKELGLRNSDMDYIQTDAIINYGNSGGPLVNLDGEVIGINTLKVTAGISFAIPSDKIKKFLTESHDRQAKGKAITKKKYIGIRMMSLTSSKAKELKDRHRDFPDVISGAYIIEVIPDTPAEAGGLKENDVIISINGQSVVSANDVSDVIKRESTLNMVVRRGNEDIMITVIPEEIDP
LEDGF integ inh = blockers of LEDGF/p75-dependent integrase strand transfer – biochemical, TR-FRET, high throughput, primary screen. HIV-1 integrase (with human LEDGF/p75). TR-FRET IN-LEDGF/p75 DNA integration, Eu/Cy5. inhibition, % at 3.7 µM. 370,000 tested, 0.64% active. AID 743269, 2014;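 active = inhibition above the screen-wide mean plus 3 SD, cut at about 13% in these data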;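 also: signal is the Cy5 over europium emission ratio at 671 and 618 nm; 0% = plate median of compound wells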
UHRF1 binding = UHRF1 methylated DNA binding inhibitors, primary screen, counter-screen for MBD2 inhibitor project, biochemical, TR-FRET, human UHRF1, single concentration; UHRF1 binding to methylated oligo; inhibition, % at 4.4 µM; AID 687016, 2013; 370,000 tested, 0.75% active; E3 ubiquitin-protein ligase UHRF1 (Homo sapiens), Q96T88; in the data active = inhibition above about 21%;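 also: UHRF1 SRA domain binding a hemimethylated CpG hairpin DNA probe; 0% = median of test compound wells and 100% = reference inhibitor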
rCAG RNA binder = binders of r(CAG) RNA repeats, primary screen, biochemical, fluorescence; inhibition, % at 3 µM; r(CAG) RNA repeat, TO-PRO-1 dye displacement fluorescence; 370,000 tested, 1.3% active; AID 651821, 2012;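 active = inhibition above the plate cutoff, the mean of all test compounds on that plate plus 3 SD, cut at about 35% in these data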;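 also: 0% = DMSO alone and 100% = 100 µM mitoxantrone as full dye displacement; higher means more dye released from RNA so lower well fluorescence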
PG9 Ab binder = binders of HIV-1 gp120 antibody PG9, primary screen, biochemical, TR-FRET. TR-FRET gp120-PG9 antibody binding. HIV-1 gp120 / PG9 antibody interaction. inhibition, % at 6.7 µM. 360,000 tested, 0.43% active; in the data active = inhibition above about 8.5%
MBD2 inh = inhibitors of MBD2 binding to methylated DNA, primary screen, biochemical, TR-FRET, DNA-binding domain, human | Methyl-CpG-binding domain protein 2 (Homo sapiens), Q9UBB5 | AID 686964, 2013 | inhibition, % at 4.4 µM | MBD2 binding to methylated oligonucleotide | 370,000 tested, 0.31% active; in the data active = inhibition above about 13%
Rev-erbA mod = modulators of Rev-erb alpha DNA binding, primary screen, biochemical, FITC-DNA, fluorescence polarization, uHTS; Nuclear receptor subfamily 1 group D member 1 (Homo sapiens), P20393; Rev-erbα–FITC-DNA binding, 90 min; activity, % at 10 µM; 370,000 tested, 0.79% active;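 active = activity above about 14%, limit read from the data; passing the limit was not always enough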;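 also: 0% = DMSO wells with 35 nM protein and 100% = DMSO wells with 750 nM protein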
PRMT1 inh = PRMT1 methyltransferase inhibitors, primary screen, biochemical, fluorescence polarization | recombinant PRMT1, activity-based probe fluorescence polarization | Protein arginine N-methyltransferase 1 (Homo sapiens), Q99873 | inhibition, % at 2.79 µM | 370,000 tested, 1.3% active;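 active = inhibition above about 21% made by adding two undisclosed values, limit read from the data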
Target sequence (Q99873 whole entry, looked up): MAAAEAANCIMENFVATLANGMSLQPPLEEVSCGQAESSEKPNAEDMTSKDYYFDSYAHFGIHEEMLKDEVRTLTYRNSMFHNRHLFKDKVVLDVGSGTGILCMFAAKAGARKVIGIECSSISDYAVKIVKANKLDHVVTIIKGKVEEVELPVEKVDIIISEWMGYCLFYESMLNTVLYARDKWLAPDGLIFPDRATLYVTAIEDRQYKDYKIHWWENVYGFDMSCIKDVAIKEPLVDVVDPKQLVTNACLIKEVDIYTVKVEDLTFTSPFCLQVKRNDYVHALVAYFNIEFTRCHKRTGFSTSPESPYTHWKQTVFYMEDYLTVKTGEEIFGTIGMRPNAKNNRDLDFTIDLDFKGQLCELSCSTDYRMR
Starred values were filed as active, the others as inactive; / = not tested or not shown. Some of the compounds tested, so the mix of outcomes need not match the whole.

item | Molecule | TCR-CD3 inh | ABHD4 inh | HTRA1 inhibitor | LEDGF integ inh | UHRF1 binding | rCAG RNA binder | PG9 Ab binder | MBD2 inh | Rev-erbA mod | PRMT1 inh
1 | CCCCn1c(N)c(N(CC(C)C)C(=O)c2ccc(F)c(S(=O)(=O)N3CCOCC3)c2)c(=O)[nH]c1=O | 8 | 6 | -4 | -2 | 1 | 0 | 1.1 | 1 | -2 | 2
2 | Cc1ccc2c(c1)c1c(n2CC(O)Cn2ccnc2C)C(=O)CCC1 (configuration not stated) | -3 | -2 | -2 | -2 | -4 | 6 | -1.1 | -5 | 4 | 1
3 | COc1ccc(N2CCN(C3CC(=O)NC3=O)CC2)cc1 (configuration not stated) | -1 | -1 | 5 | 2 | -2 | 0 | -1.6 | -4 | 3 | -2
4 | COc1ccc2[nH]c3nc(SCC(=O)Nc4cccc(NC(C)=O)c4)nnc3c2c1 | 7 | -7 | -12 | 3 | -7 | 16 | -1.5 | 2 | -6 | -2
5 | CCC(C)Nc1nc2c(c(=O)n(C)c(=O)n2C)n1Cc1ccc(Cl)cc1 (configuration not stated) | 8 | 3 | -5 | 5 | 0 | 2 | -0.5 | -3 | -2 | -4
6 | COc1cc2c(C#N)c(N3CCc4ccccc4C3)nc(N)c2c(N)n1 | -4 | 8 | 26 | 0 | -7 | 32 | 0.7 | -6 | -2 | 18
7 | Cc1ccc(N(CC(=O)NC2CCCCCC2)S(=O)(=O)c2c(C)nn(C)c2C)cc1 | 3 | 4 | 3 | -1 | -1 | -8 | -2.9 | 6 | 1 | -1
8 | COC(=O)c1ccc(CSc2nncn2C)cc1 | 7 | 10 | 10 | -2 | 1 | -3 | 0.5 | -2 | -2 | 0
9 | Cc1nc(C)c(CC(=O)N2CCc3c([nH]c4ccccc34)C2c2ccccn2)s1 (configuration not stated) | 4 | 2 | -1 | 0 | 5 | -4 | -2.2 | 1 | -8 | 1
10 | Cc1ccc(/C=N/NS(=O)(=O)c2ccc([N+](=O)[O-])cc2)o1 | -4 | 8 | 3 | -1 | 0 | -1 | -0.5 | 0 | -4 | 5
11 | CC1CCCN(Cc2nc3c(c(=O)n(C)c(=O)n3C)n2CC(=O)c2ccccc2)C1 (configuration not stated) | -3 | -9 | 9 | 4 | 3 | 4 | 0.0 | 7 | 4 | 6
12 | COCCCNC(=O)C[C@@H]1C[C@@]2(C(=O)OC)CC(C)(C)CC=C2N(Cc2ccco2)C1=O | 4 | 7 | / | 3 | 1 | -3 | -1.9 | -1 | 6 | -1
13 | CCOc1cc(CNCc2ccccn2)cc(Cl)c1OCC | 8 | 2 | 2 | 2 | 2 | -8 | 0.7 | 1 | -5 | -1
14 | CCCCCCCNC(=O)C1(CC2CC(c3ccc(Cl)cc3)=NO2)CCN(C(=O)CCCCCBr)CC1 (configuration not stated) | 0 | 2 | -6 | 5 | -1 | -5 | -1.3 | 0 | -3 | -1
15 | O=C(NCCCN1CCCC1=O)C(=O)NCC1OCCCN1S(=O)(=O)c1ccccc1 (configuration not stated) | 0 | -3 | 5 | 1 | 0 | 3 | -1.2 | -1 | -12 | -2

Limited to ABHD4 inh, for some of the entries so far:
No. | SMILES | ABHD4 inh
9 | Cc1nc(C)c(CC(=O)N2CCc3c([nH]c4ccccc34)C2c2ccccn2)s1 (configuration not stated) | 2
6 | COc1cc2c(C#N)c(N3CCc4ccccc4C3)nc(N)c2c(N)n1 | 8

Arranged by count of non-hydrogen atoms (low to high): three of the compounds above
item | Molecule | TCR-CD3 inh | ABHD4 inh | HTRA1 inhibitor | LEDGF integ inh | UHRF1 binding | rCAG RNA binder | PG9 Ab binder | MBD2 inh | Rev-erbA mod | PRMT1 inh
10 | Cc1ccc(/C=N/NS(=O)(=O)c2ccc([N+](=O)[O-])cc2)o1 | -4 | 8 | 3 | -1 | 0 | -1 | -0.5 | 0 | -4 | 5
7 | Cc1ccc(N(CC(=O)NC2CCCCCC2)S(=O)(=O)c2c(C)nn(C)c2C)cc1 | 3 | 4 | 3 | -1 | -1 | -8 | -2.9 | 6 | 1 | -1
1 | CCCCn1c(N)c(N(CC(C)C)C(=O)c2ccc(F)c(S(=O)(=O)N3CCOCC3)c2)c(=O)[nH]c1=O | 8 | 6 | -4 | -2 | 1 | 0 | 1.1 | 1 | -2 | 2

(list continues)
item | Molecule | TCR-CD3 inh | ABHD4 inh | HTRA1 inhibitor | LEDGF integ inh | UHRF1 binding | rCAG RNA binder | PG9 Ab binder | MBD2 inh | Rev-erbA mod | PRMT1 inh
16 | N#C/C(C(N)=O)=c1/ccc2c(c1)N1C3=C(CCCC3)CC3CCCCC31N=2 (configuration not stated) | 10 | 49* | / | -1 | -5 | 5 | -40 | -11 | 0 | 1
17 | CCCC(=O)Nc1c2c(nn1-c1ccc(C)cc1)CS(=O)(=O)C2 | 5 | 9 | 3 | -1 | -2 | -2 | -2.1 | -2 | 4 | 4
18 | CCN1C(=O)[C@@H]2[C@@H](c3ccc(-c4ccc(OC)cc4)c(OC)c3)N3CCC[C@@]3(C(=O)OC)[C@@H]2C1=O | 7 | -2 | -3 | -3 | -3 | 2 | -1.4 | 4 | -1 | 0
19 | COc1ccc(OCCCC(=O)Nc2cccnc2)cc1 | -6 | 10 | -1 | -2 | -1 | -3 | -2.4 | -3 | -2 | -2
20 | Cc1cc(NCCc2c[nH]c3ccccc23)ccc1Nc1cccnc1 | 3 | 28 | / | 4 | 1 | 9 | -1.1 | -3 | 3 | 4
21 | Cc1cc(C)nc(Nc2n[nH]c(-c3cccc4ccccc34)n2)n1 | 3 | -6 | -2 | 2 | -2 | 3 | -0.6 | -7 | 0 | -1
22 | CCn1c(SCC(=O)N2CCC(C)CC2)nc2c([nH]c3ccccc32)c1=O | -3 | -14 | 4 | 0 | 5 | 4 | -5.2 | 4 | -2 | 3
23 | N#CC(CC(=O)c1ccc(F)cc1)c1ccc2c(c1)OCO2 (configuration not stated) | 0 | 7 | -8 | -4 | -1 | 2 | 0.2 | 5 | 4 | -1
24 | COc1ccc(Cn2c(=S)[nH]c3cc(C(=O)NCc4cccnc4)ccc3c2=O)cc1 | -4 | -23 | -4 | 3 | 12 | 2 | 0.5 | -6 | -2 | -2
25 | CCOc1ccc(N(CC(=O)NC2CCCC2)S(=O)(=O)c2c(C)[nH]c(=O)[nH]c2=O)cc1 | 1 | -2 | -3 | 51* | 2 | 2 | -1.8 | -2 | -1 | -6
26 | CCOC(=O)c1csc(NC(=O)CN2CCCCC2)n1 | -6 | -11 | 1 | 2 | 4 | -3 | 2.9 | 5 | 0 | 1
27 | Cc1sc2nc(CSC(C)C(=O)NC3(C#N)CCCCC3)[nH]c(=O)c2c1C (configuration not stated) | -1 | 0 | 2 | -4 | -3 | -2 | 1.3 | -5 | -2 | 16
28 | Cc1cc(SCC(=O)c2cccs2)n2nc(C)c(-c3ccccc3)c2n1 | -3 | -15 | -36 | 3 | -7 | 10 | -1.9 | -7 | 9 | -2
29 | O=C(NCCCn1ccnc1)C(=O)c1cn(CC(=O)N2CCCCCC2)c2ccccc12 | -4 | 3 | 2 | -2 | 1 | -6 | 0.4 | -1 | 0 | 4
30 | Cc1cc(=O)oc2c3c(cc(OCC(=O)NCCCn4ccnc4)c12)OC(C)(C)CC3 | 3 | 5 | 2 | 4 | 0 | -8 | 1.1 | -6 | -6 | -5

Arranged by the number under Rev-erbA mod (rising): some entries from above.
No.	SMILES	Rev-erbA mod
24	COc1ccc(Cn2c(=S)[nH]c3cc(C(=O)NCc4cccnc4)ccc3c2=O)cc1	-2
29	O=C(NCCCn1ccnc1)C(=O)c1cn(CC(=O)N2CCCCCC2)c2ccccc12	0
28	Cc1cc(SCC(=O)c2cccs2)n2nc(C)c(-c3ccccc3)c2n1	9

Continuation.
item | Molecule | TCR-CD3 inh | ABHD4 inh | HTRA1 inhibitor | LEDGF integ inh | UHRF1 binding | rCAG RNA binder | PG9 Ab binder | MBD2 inh | Rev-erbA mod | PRMT1 inh
31 | CCCCN(C)CCCNC(=O)CC1Oc2ccccc2NC1=O (configuration not stated) | 4 | -5 | 4 | 8 | 1 | 2 | 0.1 | -7 | -4 | -4
32 | CCCCCC1CC(CC(=O)O)C(=O)O1 (configuration not stated) | -8 | 13 | -1 | 2 | 4 | -2 | 1.0 | 1 | 0 | 0
33 | O=S(=O)(NCc1ccc(Cl)cc1)c1ccc(Br)cc1C1CC[C@@H](O)C1 (some centres not stated) | -5 | -25 | / | -4 | 5 | 2 | -1.9 | 6 | 8 | 8
34 | COc1ccc(NC(=O)Cc2nnc(SCC(=O)NC3CCCCC3)n2C)cc1 | 4 | -5 | -1 | 0 | 1 | -3 | -1.1 | -2 | -5 | -4
35 | Cc1ccnc(NC(=O)CCC2COc3ccccc3O2)c1 (configuration not stated) | 5 | 7 | -3 | -1 | -3 | -5 | -0.2 | -2 | -3 | -3
36 | O=C(CNS(=O)(=O)Cc1ccccc1)NNc1ccccc1 | 5 | 6 | / | 2 | 0 | 2 | -1.1 | 0 | 2 | 4
37 | CCC(=O)c1ccc(OCC(=O)N2CCN(c3ccccn3)CC2)cc1 | -4 | 10 | -2 | 0 | 2 | -6 | -1.8 | 2 | -4 | -1
38 | C=CC[C@@H](Cc1ccc(F)cc1)C(=O)OC[C@@H]1CCCN1C(=O)[C@H](CC=C)CC(=O)NCCO | 6 | 6 | -1 | 1 | 0 | -8 | -1.0 | -2 | 0 | 0
39 | Cc1ccc(NC(=S)NNC(=O)CCn2cc(C)cn2)cc1 | 7 | 4 | -11 | 2 | -6 | 4 | 0.4 | -7 | 0 | 1
40 | Cc1ccc2oc(C(=O)N(C)Cc3cnccn3)c(C)c2c1 | 6 | 4 | -5 | 1 | 1 | -6 | -1.6 | 2 | 8 | 2
41 | CC1(C)Cc2nc3sc4c(=O)n(CC(=O)NCc5ccco5)cnc4c3cc2CO1 | 4 | -13 | -4 | -1 | -3 | 10 | 1.3 | 1 | -2 | 1
42 | COc1ccc(NC(=O)Cc2coc3cc(C)ccc23)cn1 | -1 | -1 | -3 | -3 | -2 | 0 | -1.9 | -5 | 0 | -2

Screens deposited in PubChem BioAssay by several laboratories.
